# Screening data: PubChem, National Center for Advancing Translational Sciences (NCATS)
# Tau fibril ThT = qHTS for Inhibitors of Tau Fibril Formation, Thioflavin T Binding. recombinant tau K18 P301L, heparin-induced fibrillization, ThT fluorescence. Microtubule-associated protein tau (Homo sapiens), P10636. AID 1460, 2008. hit rate 2.1% among 270,000. Potency, µM (series often up to 57.4 µM), for inactives: at the highest dose activity, negative = inhibition, actives largely listed as inhibitors; further: on the % scale 0 is the no-effect control and ±100 the full control effect; nearly all actives have a fitted effect of over 55% in size
# Target sequence (P10636 561-689 P618L limits assumed): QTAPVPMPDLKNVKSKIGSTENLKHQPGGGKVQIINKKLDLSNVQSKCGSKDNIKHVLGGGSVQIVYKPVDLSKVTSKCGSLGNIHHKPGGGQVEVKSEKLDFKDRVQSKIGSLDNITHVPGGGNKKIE
#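 Fibril formation assay: tau K18 P301L at 15 uM with trace Alexa 594 label, heparin inducer 20 uM, pH 7 sodium acetate buffer, 37 C for 6 hr; endpoint ThT signal.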
# SMN2 splice up = qHTS Assay for Enhancers of SMN2 Splice Variant Expression. HEK293 SMN2-luciferase splicing reporter, luminescence, 30-36 h. Potency, µM (top dose mostly 46.1 µM), for the others: at the highest dose activity change, positive = activation, most hits filed as activators. hit rate 2.8% among 210,000; further: % of control where 0% means no effect; nearly all actives have a fitted effect of over 55% in size
#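 HEK293 cells carry an SMN2 […]–luciferase reporter in which exon 7 inclusion puts luciferase in frame. Cells were plated 10-12 h before compound addition, then incubated 30-36 h at 37C. ONE-Glo luminescence was read; sodium butyrate at 4.5 mM final served as control.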
# An asterisk follows results filed as active; ? = inconclusive; [ ] = another dose, or the depositor's remark. The call rests on the fitted dose curve; in most records, active means well fitted curve in the direction sought with a large enough effect; inconclusive means small, poorly fitted or top-dose-only effect, or another doubt; inactive means no such curve, though single readings can be large; an effect the other way counts as inactive or inconclusive. Potency means the concentration at half of the fitted maximal effect. An excerpt; count on the stated rates, not on these rows.
# Sample of the layout:
SMILES,Tau fibril ThT,SMN2 splice up
COc1cccc(NC(=O)Nc2cc(-c3cn4cccnc4n3)ccc2OC)c1,?,8.9µM*
CCOc1ccc(C2CC(=O)Nc3cc4c(cc32)OCO4)cc1OC (stereo not drawn),-7%,-8%
COc1ccc(C2C(C(=O)Nc3ccccc3)=C(C)Nc3nc(-c4ccccc4Cl)nn32)cc1OC (stereo not drawn),0%,-12%
Cc1ccc(C)c(CN2C(=O)CSc3ccc(C(=O)NCc4ccc(F)cc4)cc32)c1,2%,-5%
CCCOc1cccc(C(=O)Nc2ccc(-c3nc4ccccc4s3)c(Cl)c2)c1,6%,11%
COC(=O)c1cc2sc(C)cc2n1Cc1ccc(F)cc1Cl,1%,5%
Cc1cc(NS(=O)(=O)c2ccc3nc(-c4ccccc4)[nH]c3c2)ccc1Br,?,-7%
CCc1cccc(C)c1Nc1c(-c2ccsc2)nc2ncccn12,?,-8%
CCOC(=O)c1ccc(NC(=O)c2csc3c2CCCC3)cc1,-14%,-7%
CCCSc1nc2sc3c(c2c(=O)n1Cc1ccccc1)CC(C)(CC)OC3 (stereo not drawn),-12%,-25%
CCS(=O)(=O)CCSc1nc(-c2ccc(Br)cc2)cc(-c2ccccc2)c1C#N,-8%,-6%
CC(C)Sc1ncc(Cl)c(C(=O)Nc2ccc(S(=O)(=O)Nc3ncccn3)cc2)n1,-1%,2%
COc1cc(NC(=O)Cn2c(=O)n(CC3CCC(C(=O)NCCc4ccccc4)CC3)c(=O)c3ccccc32)cc(OC)c1 (stereo not drawn),5%,-2%

# This part in full (from the top)
SMILES,Tau fibril ThT,SMN2 splice up
COc1cccc(NC(=O)Nc2cc(-c3cn4cccnc4n3)ccc2OC)c1,?,8.9µM*
CCOc1ccc(C2CC(=O)Nc3cc4c(cc32)OCO4)cc1OC (stereo not drawn),-7%,-8%
COc1ccc(C2C(C(=O)Nc3ccccc3)=C(C)Nc3nc(-c4ccccc4Cl)nn32)cc1OC (stereo not drawn),0%,-12%
Cc1ccc(C)c(CN2C(=O)CSc3ccc(C(=O)NCc4ccc(F)cc4)cc32)c1,2%,-5%
CCCOc1cccc(C(=O)Nc2ccc(-c3nc4ccccc4s3)c(Cl)c2)c1,6%,11%
COC(=O)c1cc2sc(C)cc2n1Cc1ccc(F)cc1Cl,1%,5%
Cc1cc(NS(=O)(=O)c2ccc3nc(-c4ccccc4)[nH]c3c2)ccc1Br,?,-7%
CCc1cccc(C)c1Nc1c(-c2ccsc2)nc2ncccn12,?,-8%
CCOC(=O)c1ccc(NC(=O)c2csc3c2CCCC3)cc1,-14%,-7%
CCCSc1nc2sc3c(c2c(=O)n1Cc1ccccc1)CC(C)(CC)OC3 (stereo not drawn),-12%,-25%
CCS(=O)(=O)CCSc1nc(-c2ccc(Br)cc2)cc(-c2ccccc2)c1C#N,-8%,-6%
CC(C)Sc1ncc(Cl)c(C(=O)Nc2ccc(S(=O)(=O)Nc3ncccn3)cc2)n1,-1%,2%
COc1cc(NC(=O)Cn2c(=O)n(CC3CCC(C(=O)NCCc4ccccc4)CC3)c(=O)c3ccccc32)cc(OC)c1 (stereo not drawn),5%,-2%
COc1ccccc1NC(=O)Cn1c(=O)n(CCc2ccccc2)c(=O)c2sc3ccccc3c21,13%,7%
COc1ccc(NC(=O)c2ccco2)cc1NC(=O)COc1ccc(C)c(C)c1,?,?
Cc1c(Cl)cccc1NC(=O)Cn1c(=O)n(Cc2ccco2)c(=O)c2sc3ccccc3c21,0%,3%
Cc1ccccc1Cn1c(=O)n(CCc2ccccc2)c(=O)c2ccccc21,3%,1%
Cc1cccc(N2CCN(C(=O)c3ccc4c(Cl)c5c(nc4c3)CCCC5)CC2)c1C,?,-2%
CCOc1ccc(-c2cc3nc(C4CCN(C(=O)OC(C)(C)C)CC4)c(C(=O)Nc4cccc(C(F)(F)F)c4)cn3n2)cc1,1%,-5%
CCc1ccc(-n2nc(CO)c(C(=O)NCCc3ccccc3)n2)cc1,1%,4%
COc1cc2c(cc1OC)C(COc1ccc3c(C)cc(=O)oc3c1)N(C(=O)CC(C)C)CC2 (stereo not drawn),?,-5%
Cc1c(C(=O)OCC2CCCCC2)[nH]c2c1C(=O)CC(c1ccc(Cl)cc1)C2 (stereo not drawn),-1%,0%
O=C(Cn1nc(C(F)(F)F)c2c1CCCC2)Nc1ccc(Cl)cc1,-11%,-4%
Cc1ccc2cccc(NC(=O)c3cccc4c(Br)cccc34)c2n1,-18%,15%
CCOc1ccccc1CN(CCc1ccc2c(c1)OCO2)Cc1cccc(OC)c1OC,-11%,-17%
Cc1ccccc1CNC(=O)C1CCN(c2nnc(-n3c(C)ccc3C)s2)CC1,?,-4%
COc1ccccc1NC(=O)NCCCN1CCN(c2ccc(F)cc2)CC1,-17%,-22%
CCOC(=O)c1c(C)n(-c2ccccc2)c2ccc(OC(=O)c3cc(OC)cc(OC)c3)cc12,-10%,2%
CCOC(=O)c1nn2c(C(F)(F)F)cc(-c3ccc(C)cc3)nc2c1Cl,-5%,5%
CCOc1ccc2c(c1)c(=O)c(C(=O)c1ccc(CC)cc1)cn2CC(=O)Nc1ccc2c(c1)OCCO2,11%,-23%
Cc1ccc(Cl)cc1NC(=O)C(C)n1nc(-c2ccccc2)ccc1=O (stereo not drawn),16%,-3%
Cc1cccc(C(=O)N2CCCCC2CCN2CCCCC2)c1 (stereo not drawn),-9%,-7%
COc1cccc(CCNC(=O)c2c(O)nc3cc(C)ccn3c2=O)c1,-14%,4%
Cc1ccc(Sc2ccc(N3CCCC(C(=O)Nc4ccc(F)c(Cl)c4)C3)nn2)cc1 (stereo not drawn),6%,3%
COc1cccc2c1Oc1nc(-c3ccccc3)nc(SCC(=O)Nc3ccccc3)c1C2,-5%,-1%
COc1cccc(NC(=O)C2CCN(c3cc(C)nc4c(-c5ccc(Cl)cc5)c(C)nn34)CC2)c1,-4%,2%
CC(NC(=O)CCNS(=O)(=O)c1cccc2nsnc12)c1ccccc1 (stereo not drawn),-9%,18%
CCCN1Cc2cccc(C(=O)Nc3cccc(C(=O)OCC)c3)c2C1=O,-1%,-5%
CCCCOc1ccc(S(=O)(=O)NCc2csc(-c3ccc(OC)cc3)n2)cc1,3%,1%
Cc1c(NC(=O)c2cc(-c3ccc(Br)cc3)on2)c(=O)n(-c2ccccc2)n1C,-15%,22%
COc1ccc(CN2C(=O)C(NC(=O)c3ccccc3C)(C(F)(F)F)N=C2c2ccccc2)cc1 (stereo not drawn),-14%,?
COc1cc(C(=O)n2nc(-c3ccco3)nc2NCc2ccc(Cl)cc2)cc(OC)c1OC,-16%,8%
COc1ccc(N2CCN(C(=O)Cn3nc(Cc4cccnc4)c4ccccc4c3=O)CC2)cc1,-11%,10%
CCCCOC(=O)c1ccc(NC(=O)c2cc(=O)c3ccccc3o2)cc1,-7%,4%
Cc1ccc(Cl)cc1NC(=O)Cn1ncc2c(C)n(Cc3ccccc3F)c(C)c2c1=O,-8%,1%
Cc1cccc(NC(=O)CN(C)S(=O)(=O)c2ccc3c(c2)c(=O)n(C)c(=O)n3C)c1,-5%,-1%
Cc1ccc(-c2nc(CS(=O)CC(=O)N3CCN(c4cccc(Cl)c4)CC3)c(C)o2)cc1 (stereo not drawn),?,23%
CCCc1ccc(OCC(=O)Nc2sc3c(c2C(=O)OCC)CCC(C(C)(C)C)C3)cc1 (stereo not drawn),-9%,5%
Cc1ccc(-c2nnc(Nc3ccc(O)cc3)c3ccccc23)cc1S(=O)(=O)NC(C)(C)CO,-16%,3%
CCCCCn1cc2c(c1-c1ccccc1Br)c(=O)n(C)c(=O)n2C,?,-11%
CCCOc1ccc(C(=O)N(Cc2ccco2)Cc2ccco2)cc1,?,-2%
CCCCNC(=O)CCCn1c(=O)c2ccccc2n(Cc2c(C)cc(C)cc2C)c1=O,-9%,1%
CCCOc1ccc(C(=O)Nc2ccc3oc(-c4ccncc4)nc3c2)cc1,?,-9%
FC(F)(F)c1cccc(N2CCN(c3nc4ccccc4n4cnnc34)CC2)c1,?,-36%[inhibitor]
CCN1CCOC(=O)C1CC(=O)Nc1cc(C)ccc1OC (stereo not drawn),?,3%
Cc1ccc(Sc2ccc(N3CCCC(C(=O)Nc4ccc(Br)cc4)C3)nn2)cc1 (stereo not drawn),-1%,8%
Cc1ccc2nc(Cl)c3cc(C(=O)NC4CCCCCC4)sc3c2c1,-16%,0%
COc1ccc(CNC(=O)Cn2c(-c3ccccc3)cc(C(C)=O)c2C)cc1OC,-11%,-11%
COc1ccc(CCNC(=O)Cc2c(C)c3cc4c(C(C)(C)C)coc4c(C)c3oc2=O)cc1,-11%,3%
CCOC(=O)c1ccc(NC(=O)CSc2nc(C)c(Cc3ccccc3)c(=O)[nH]2)cc1,?,1%
# (cont.)
SMILES,Tau fibril ThT,SMN2 splice up
COc1ccccc1-c1cc2nc(C)c(CCC(=O)NCCc3cccc(C)c3)c(C)n2n1,?,9%
CCOC(=O)N1CCc2c(sc3c2C(=O)NC(c2ccc(C(=O)OC)cc2)N3)C1 (stereo not drawn),?,3%
Cc1cc(Cl)ccc1OCC(=O)Nc1c(C(=O)c2ccccc2)oc2ccccc12,-7%,-4%
O=C(c1ccc(Nc2nc3ccccc3n3nnnc23)cc1)N1CCN(c2ccc(F)cc2)CC1,?,-4%
COc1ccc(S(=O)(=O)c2cc3cc(OC)ccc3oc2=O)cc1,0%,-14%
COc1ccc(C(=O)/C=C/c2cn(CC(O)CN(CC(C)C)CC(C)C)c3ccccc23)cc1OC (stereo not drawn),?,-16%
Nc1nc(N)c(S(=O)(=O)c2ccccc2)c(Nc2ccccc2)n1,9%,4%
CCOC(=O)C1=C(CS(=O)(=O)c2ccc(F)cc2)NC(=O)NC1c1ccc(OCC)c(OC)c1 (stereo not drawn),?,-4%
CCCCS(=O)(=O)CC(O)CSc1nc(-c2ccc(C)cc2)cc(-c2ccccc2)c1C#N (stereo not drawn),?,-10%
Cc1ccc(NC(=O)Nc2csc3c2CCCC3)c(C)c1,?,-5%
CCC(=O)N1CCc2cc(S(=O)(=O)NC(C(=O)NCCc3cccc(C)c3)C(C)C)ccc21 (stereo not drawn),4%,1%
Cn1c(=O)n(C)c2cc(NS(=O)(=O)c3ccc(Br)cc3)c(NCc3ccccc3)cc21,?,7.1µM*
CCOC(=O)CSc1nc(-c2ccc(Cl)cc2)cc(C(F)(F)F)c1C#N,-5%,-7%
Cc1ccccc1-c1nc(C(N)=O)c2c(n1)n(-c1ccc3c(c1)OCO3)c(=O)n2C,-8%,11%
COc1ccc(NC(=O)Cn2c(=O)n(CCCC(=O)NCc3ccccc3OC)c(=O)c3ccccc32)cc1Cl,8%,6%
Cc1ccc(-c2c(C(=O)N3CCN(c4cc(Cl)ccc4C)CC3)oc(=O)c3ccccc23)cc1,-4%,0%
CCCc1nnc(N2C(=O)c3oc4ccc(F)cc4c(=O)c3C2c2ccc(C(=O)OC)cc2)s1 (stereo not drawn),-8%,13%
CCn1c(=O)cc(SCC(=O)NCCc2ccc(Cl)cc2)c2ccccc21,?,2%
Cc1ccc(C)c(CN2C(=O)c3ccccc3S(=O)c3ccc(C(=O)N4CCN(c5cccc(Cl)c5)CC4)cc32)c1 (stereo not drawn),-8%,?
COc1ccc(NC(=O)Cn2cc(S(=O)(=O)N3CCN(c4ccccc4F)CC3)c3ccccc3c2=O)cc1Cl,11%,4%
Cc1cccc(CCNC(=O)CCc2c(C)nc3c4c(C)cc(C)nc4nn3c2C)c1,?,-4%
COc1cccc(-c2nnc(SCC(=O)NC3CCCCC3)o2)c1,?,-8%
Cc1ccc(NS(=O)(=O)c2ccc3nc(-c4ccccc4)[nH]c3c2)c(Cl)c1,12%,-9%
CCOc1ccccc1NC(=O)c1c(NC(=O)C(C)Oc2ccc(Cl)cc2)sc2c1CCCCC2 (stereo not drawn),-3%,10%
COc1ccc(NC(=O)CCc2nc3cccnc3n2Cc2cccs2)c(OC)c1,?,-11%
CCCCNc1nc2c(c(=O)n(Cc3ccc(Cl)c(Cl)c3)c(=O)n2C)n1C,?,0%
CCN(C(=O)CN(C)S(=O)(=O)c1ccc2c(c1)n(C)c(=O)c(=O)n2C)c1cccc(C)c1,-5%,-10%
CCOc1cc(C2NC(=O)c3c(sc4c3CCN(C)C4)N2)ccc1OC(=O)c1ccc(Br)cc1 (stereo not drawn),?,-1%
COc1ccc(/C=C/c2noc(-c3ccccc3O)n2)cc1OC,?,0%
O=C(Cn1cc(S(=O)(=O)N2CCN(c3ccccc3F)CC2)c2ccccc2c1=O)Nc1cccc(C(F)(F)F)c1,4%,-2%
CCc1nn(CC(=O)NCCC(C)C)c(=O)c2cc3occc3n12,11%,1%
COc1ccccc1N1CCN(c2ccc(=O)n(CC(=O)O)n2)CC1,-1%,-1%
Cc1ccc(-c2nc3cc(Cl)ccc3o2)cc1NC(=O)c1cc2ccccc2o1,-14%,9%
CCOC(=O)c1c(NC(=O)/C=C/c2ccc(OCC)cc2)sc(C(C)=O)c1C,-10%,2%
CCc1nn(CC(=O)NC2CC2)c(=O)c2cc3c(OC)cccc3n12,-6%,5%
CCCCc1ccc(NC(=O)c2ccc3c(c2)CCN3S(=O)(=O)c2ccccc2)cc1,4%,-42%[inhibitor]

# Whole records as entered above. Values in the order: Tau fibril ThT | SMN2 splice up
# `CCc1nn(CC(=O)NCCC(C)C)c(=O)c2cc3occc3n12` across the screens: 11% | 1%
# `CCCCNc1nc2c(c(=O)n(Cc3ccc(Cl)c(Cl)c3)c(=O)n2C)n1C` across the screens: ? | 0%
